Pol beta inh = blocks human DNA polymerase beta activity; AID 485314; Pol beta primer extension/strand displacement, fluorescence kinetic; Potency, µM (titrated, usually from 114 µM), for the others: at the highest dose activity change, negative = inhibition, hits mostly inhibitors; 340,000 compounds, 1.3% hits; P06746; also: % is scaled to controls: 0 for no effect and ±100 for the full control effect
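Enzyme-only controls used 10 nM Pol beta; buffer lacking enzyme served as negative control. Compound preincubated 15 min, then 50 nM substrate added; 0 and 10 min reads at room temperature.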
BAZ2B block = inhibitors of human BAZ2B bromodomain; Q9UIF8; 360,000 compounds, 4.4% hits; AlphaScreen BAZ2B-H3K14Ac peptide displacement; AID 504333; Potency, µM (series often up to 114 µM), inactives show at the highest dose activity change, negative = inhibition, actives largely listed as inhibitors; also: % is scaled to controls: 0 for no effect and ±100 for the full control effect; nearly all actives have a fitted effect of over 60% in size
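Compounds, titrated to a top concentration of 110 uM, were incubated 30 min at room temperature with preformed BAZ2B/acetyl-K14 H3 peptide complex (50 nM each). Proximity signal was measured by AlphaScreen after 20 min with beads.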
APE1 inh = inhibitors of human APE1 endonuclease; recombinant APE1, TAMRA/BHQ-2 abasic DNA cleavage fluorescence; 350,000 compounds, 0.35% hits; Potency, µM (doses to about 65.8 µM), inactives show at the top dose activity change, negative = inhibition, actives largely listed as inhibitors; P27695;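 also: plate controls were vehicle for no effect and reference inhibitor for full effect; nearly all actives have a fitted effect of over 55% in size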
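Activity was derived from the fluorescence gain between first and third kinetic reads (60 s intervals, ex 525/em 598 nm) after 50 nM THF-abasic TAMRA/BHQ-2 duplex was added to 0.75 nM APE1 preincubated 15 min with compound.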
G9a block = blocks human histone lysine methyltransferase G9a; Q96KQ7; G9a H3K9 monomethylation, AlphaScreen, 2 h; Potency, µM (highest dose often 102 µM), without a hit: at the top dose activity, negative = inhibition, actives largely listed as inhibitors; 350,000 compounds, 8.8% hits; AID 504332; also: % is scaled to controls: 0 for no effect and ±100 for the full control effect; nearly all actives have a fitted effect of over 75% in size
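AlphaScreen read-out: biotin-H3K9 peptide (500 nM) methylation by 20 nM enzyme with 20 uM SAM, 2 h at room temperature after 15 min compound preincubation; anti-monomethyl H3K9 antibody plus donor/acceptor beads, 10 min dark.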
POLI inh = inhibitors of human DNA polymerase iota; Q9UNA4; Pol iota fluorescent replication assay, 10 min; 390,000 compounds, 1% hits; Potency, µM (top dose mostly 115 µM), without a hit: at the top dose activity, negative = inhibition, actives largely listed as inhibitors
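Pol iota at 10 nM preincubated 15 min with compounds at room temperature; reaction started with fluorescent substrate, 50 nM final. Fluorescence read kinetically at 0 and 10 min; buffer-only wells as negative control.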
Pol eta inh = DNA polymerase eta (human) inhibition | Potency, µM (top dose mostly 114 µM), inactives show top-dose activity change, negative = inhibition, hits mostly inhibitors | recombinant Pol eta, fluorescent DNA replication assay | 390,000 compounds, 1.2% hits; also: % is scaled to controls: 0 for no effect and ±100 for the full control effect
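Pol eta (10 nM) was preincubated with compounds for 15 min at room temperature, after which fluorescent replication substrate (50 nM final) was added to start the reaction. Fluorescence was read kinetically at 0 and 10 min.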
JMJD2A Tudor inh = inhibitors of human JMJD2A Tudor domain; O75164; AlphaScreen JMJD2A-Tudor / H3K4me3 peptide binding; Potency, µM (titrated, usually from 114 µM), without a hit: at the highest dose activity change, negative = inhibition, most hits filed as inhibitors; 390,000 compounds, 4.4% hits; AID 504339; also: % is scaled to controls: 0 for no effect and ±100 for the full control effect; nearly all actives have a fitted effect of over 50% in size
Target sequence (O75164 whole entry, looked up, the tested form may be a part): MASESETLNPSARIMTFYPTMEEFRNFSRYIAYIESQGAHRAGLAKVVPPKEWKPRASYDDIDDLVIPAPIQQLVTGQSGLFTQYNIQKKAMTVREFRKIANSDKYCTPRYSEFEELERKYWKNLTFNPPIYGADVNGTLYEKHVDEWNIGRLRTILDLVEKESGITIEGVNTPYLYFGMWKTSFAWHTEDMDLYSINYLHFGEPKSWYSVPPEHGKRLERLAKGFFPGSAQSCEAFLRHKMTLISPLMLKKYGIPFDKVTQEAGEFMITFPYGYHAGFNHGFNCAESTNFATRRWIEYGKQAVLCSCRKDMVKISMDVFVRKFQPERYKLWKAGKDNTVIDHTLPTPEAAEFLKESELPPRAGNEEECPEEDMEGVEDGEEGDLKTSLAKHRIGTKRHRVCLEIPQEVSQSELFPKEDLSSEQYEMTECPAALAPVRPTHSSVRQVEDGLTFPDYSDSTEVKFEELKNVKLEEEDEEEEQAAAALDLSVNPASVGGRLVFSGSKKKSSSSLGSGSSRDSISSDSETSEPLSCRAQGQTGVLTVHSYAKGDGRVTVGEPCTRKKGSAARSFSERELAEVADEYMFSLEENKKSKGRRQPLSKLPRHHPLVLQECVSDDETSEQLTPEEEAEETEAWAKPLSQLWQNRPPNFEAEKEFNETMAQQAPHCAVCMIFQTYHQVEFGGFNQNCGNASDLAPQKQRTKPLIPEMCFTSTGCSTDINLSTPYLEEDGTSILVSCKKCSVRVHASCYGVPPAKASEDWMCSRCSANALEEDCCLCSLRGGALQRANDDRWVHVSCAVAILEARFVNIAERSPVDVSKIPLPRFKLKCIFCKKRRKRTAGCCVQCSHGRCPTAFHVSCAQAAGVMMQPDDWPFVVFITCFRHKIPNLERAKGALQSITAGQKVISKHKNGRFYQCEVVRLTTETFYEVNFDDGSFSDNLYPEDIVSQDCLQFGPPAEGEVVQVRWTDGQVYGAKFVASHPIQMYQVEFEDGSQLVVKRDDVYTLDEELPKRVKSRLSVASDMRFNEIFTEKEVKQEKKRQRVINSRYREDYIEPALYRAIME
BLM helicase inh = Bloom syndrome helicase (human) inhibition; P54132; recombinant BLM DNA unwinding, fluorescence dequenching; Potency, µM (titrated, usually from 56.1 µM), without a hit: at the top dose activity change, negative = inhibition, most hits filed as inhibitors; 350,000 compounds, 0.2% hits; AID 2528;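 also: plate controls were vehicle for no effect and no enzyme for full effect; nearly all actives have a fitted effect of over 35% in size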
Pol kappa inh = DNA polymerase kappa (human) inhibition; Q9UBT6; purified Pol kappa, fluorescent DNA synthesis assay, 10 min; Potency, µM (doses to about 107 µM), inactives show at the highest dose activity, negative = inhibition, usual class: inhibitors; 400,000 compounds, 0.53% hits; AID 588579; also: % is scaled to controls: 0 for no effect and ±100 for the full control effect
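First, compounds were pin-transferred onto 10 nM Pol kappa. After 15 min at room temperature, substrate was added to 50 nM final. Fluorescence was then measured kinetically at 0 and 10 min.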
Active calls of the source: *; ? = inconclusive; / = no result given; [ ] = another dose, or the depositor's remark. Calls follow the shape of the dose curve; as a rule, active = well fitted curve in the direction sought with a large enough effect; inconclusive = small, poorly fitted or top-dose-only effect, or another doubt; inactive = no such curve, though single readings can be large; an effect the other way counts as inactive or inconclusive. Potency is read from the fitted curve at half-maximal effect. Some of the compounds tested; rates above refer to the full screens.

Preview:
SMILES | Pol beta inh | BAZ2B block | APE1 inh | G9a block | POLI inh | Pol eta inh | JMJD2A Tudor inh | BLM helicase inh | Pol kappa inh
COc1ccc(C2CC(=O)c3c(C)nc(N4CCN(c5ccccc5)CC4)nc3C2)cc1 (configuration not stated) | -5% | 7% | 1% | 8%[12.7 µM] | 1% | 0% | ? | 1% | -3%
O=C(c1[nH]c2ccccc2c1Sc1ccc(Cl)cc1)N1CCCCC1 | 11% | -14% | / | -31%[59 µM] | 13% | -25% | -4% | 0% | -3%
COCC(C)NC(=O)/C=C/c1ccc(OC)cc1 (configuration not stated) | 3% | -15% | 3% | -35% | 7% | -17% | 2% | 1% | 9%
CCOc1ccccc1N1CC(C(=O)N(CC)C2CCS(=O)(=O)C2)CC1=O (configuration not stated) | / | / | 3% | / | ? | 50µM* | -29% | / | -20%
Cn1nccc1C(=O)NCCN1C(=O)OC(C)(C)C1(C)O (configuration not stated) | 2% | 6% | 0% | 7%[59 µM] | ? | -4% | -20% | -2% | 4%
COc1ccc(-c2nn(-c3ccccc3)cc2CNC(C)Cn2cncn2)c(F)c1 (configuration not stated) | 24% | 0% | -6% | 12% | 31%[activator] | -10% | -13% | -1% | -3%
CCCNC(=O)c1ccccc1NC(=O)c1ccccc1N(C)S(=O)(=O)c1ccc(C)cc1 | 8% | 10% | 1% | -2%[59 µM] | 10% | -12% | -19% | -1% | -14%
Cc1ccc(-n2nc(C)c3c(C)c(CCC(=O)NCc4cccc(Cl)c4)c(C)nc32)cc1C | 0% | 5% | / | -1%[59 µM] | 10% | -8% | -11% | -4% | -17%
COc1ccc(/C=N\NC(=O)c2cc(O)c(O)c(O)c2)cc1COc1ccc(C(=O)OCC(C)C)cc1 | 1.4µM* | 56µM* | -33% | 22µM* | 5% | ? | ? | -18% | 8%

Main list, repeating the preview:
SMILES | Pol beta inh | BAZ2B block | APE1 inh | G9a block | POLI inh | Pol eta inh | JMJD2A Tudor inh | BLM helicase inh | Pol kappa inh
COc1ccc(C2CC(=O)c3c(C)nc(N4CCN(c5ccccc5)CC4)nc3C2)cc1 (configuration not stated) | -5% | 7% | 1% | 8%[12.7 µM] | 1% | 0% | ? | 1% | -3%
O=C(c1[nH]c2ccccc2c1Sc1ccc(Cl)cc1)N1CCCCC1 | 11% | -14% | / | -31%[59 µM] | 13% | -25% | -4% | 0% | -3%
COCC(C)NC(=O)/C=C/c1ccc(OC)cc1 (configuration not stated) | 3% | -15% | 3% | -35% | 7% | -17% | 2% | 1% | 9%
CCOc1ccccc1N1CC(C(=O)N(CC)C2CCS(=O)(=O)C2)CC1=O (configuration not stated) | / | / | 3% | / | ? | 50µM* | -29% | / | -20%
Cn1nccc1C(=O)NCCN1C(=O)OC(C)(C)C1(C)O (configuration not stated) | 2% | 6% | 0% | 7%[59 µM] | ? | -4% | -20% | -2% | 4%
COc1ccc(-c2nn(-c3ccccc3)cc2CNC(C)Cn2cncn2)c(F)c1 (configuration not stated) | 24% | 0% | -6% | 12% | 31%[activator] | -10% | -13% | -1% | -3%
CCCNC(=O)c1ccccc1NC(=O)c1ccccc1N(C)S(=O)(=O)c1ccc(C)cc1 | 8% | 10% | 1% | -2%[59 µM] | 10% | -12% | -19% | -1% | -14%
Cc1ccc(-n2nc(C)c3c(C)c(CCC(=O)NCc4cccc(Cl)c4)c(C)nc32)cc1C | 0% | 5% | / | -1%[59 µM] | 10% | -8% | -11% | -4% | -17%
COc1ccc(/C=N\NC(=O)c2cc(O)c(O)c(O)c2)cc1COc1ccc(C(=O)OCC(C)C)cc1 | 1.4µM* | 56µM* | -33% | 22µM* | 5% | ? | ? | -18% | 8%
N#C/C(=C(/O)CSc1nnc(Cc2cccs2)n1C1CCCCC1)c1nc2ccccc2[nH]1 | 18µM* | 31%[activator] | 3% | ? | ? | 25µM* | -18% | 4% | ?
Nc1nnnn1-c1cccc([N+](=O)[O-])c1 | / | / | / | / | 28% | -11% | -7% | / | -8%
CS/C(=C/[N+](=O)[O-])Nc1cccc2c1C(C)CC2(C)C (configuration not stated) | -28% | ? | -5% | ? | 78%[activator] | -13% | -28% | -3% | -4%
CCc1cc(=O)oc2cc(OCC(=O)NCCCn3ccnc3)c(Cl)cc12 | 4% | ? | -3% | -6% | 4% | -4% | -7% | -10% | -11%
CC(=O)Nc1ccc(NS(=O)(=O)c2ccc(-c3csc(C)n3)s2)cc1 | 46%[activator] | -1% | 13% | / | 38%[activator] | -13% | -9% | 0% | -12%
CCc1ccc(NC(=O)Nc2ccc3c(c2)N(C)C(=O)CS3)cc1 | 2% | -1% | -9% | 3% | -14% | -6% | -27% | -3% | -9%
CCN(CC)c1nc2ccccc2n(Cc2cccc(OC)c2)c1=O | ? | 105%[activator] | 48%[activator][12.4 µM] | 97%[activator][59 µM] | 7% | 1% | 109%[activator] | -6% | -22%
Cc1nn(-c2ccccc2)c2c1C(c1ccccc1)C(C#N)=C(N)O2 (configuration not stated) | -12% | ? | -7% | ? | 4% | -18% | -15%[11.4 µM] | -4% | -11%
CCc1nn(CC(=O)N2CCN(c3cccc(OC)c3)CC2)c(=O)c2cc3occc3n12 | 19% | 0% | / | 0%[59 µM] | 2% | -12% | -4% | -2% | -7%
C=CCNc1oc(-c2ccc(OCC)cc2)nc1C#N | -13% | -1% | -1% | 2%[59 µM] | 131%[activator] | 2% | -20% | -2% | 9%
CCN(CC)S(=O)(=O)c1cccc(C(=O)Nc2sc3c(c2C#N)CCC(C)C3)c1 (configuration not stated) | 2% | -20% | / | 22%[59 µM] | 25% | -6% | -16% | -2% | 9%
C=CCNC(=O)CCCOc1cc(C)ccc1C | -16% | 28% | ? | -28%[12.7 µM] | 9% | -11% | ? | -13% | 2%
COc1ccc(CCNC(=O)CCCn2nc(C)c3sc4ccccc4c3c2=O)c(OC)c1 | -18% | -10% | / | -8%[59 µM] | ? | -5% | -8% | -8% | -21%
COC(=O)C1=CN(c2ccc(F)cc2)C=C(C(=O)OC)C1c1cccc(Br)c1 | -10% | 59%[activator] | 2% | 301%[activator] | 31%[activator] | -6% | 89%[activator] | -10% | -21%
COc1ccc(/C=C/C(=O)Nc2ccc3nc4n(c(=O)c3c2)CCCC4)cc1OC | -1% | 14% | 26% | -8% | 58%[activator] | 4% | -4% | 0% | 9%
O=C(CN1C(=O)C2CC=CCC2C1=O)NCc1cccs1 (configuration not stated) | -1% | / | 1% | -8% | 101%[activator] | -18% | -8%[11.4 µM] | -7% | -8%
O=C(CN1C(=O)NC2(CCCC2)C1=O)NCc1ccco1 | / | / | 3% | / | 15% | -12% | -14% | / | -2%
COCCN(C(=O)c1csnn1)C(C(=O)NC1CCCCC1)c1cccs1 (configuration not stated) | 5% | 2% | 3% | -44%[59 µM] | 6% | -5% | -17% | -2% | -3%
COc1cccc(NC(=O)Nc2cc(C)on2)c1 | 0% | 2% | ? | -9% | -10% | 4% | 4% | 0% | 6%
CCC(CC)C(=O)Nc1ccc(C(=O)c2ccccc2)cc1 | 2% | -2% | 0% | 17%[59 µM] | 113%[activator] | -6% | -4% | -7% | -10%
CSc1nc(O)c(Nc2ccccc2)c(=O)[nH]1 | / | / | / | / | 36%[activator] | -11% | 1% | / | 7%
Cc1ccc2nc(SCc3nnc(-c4ccccc4Br)o3)[nH]c2c1 | 7% | -6% | 2% | -8% | 8% | 0% | -24% | -6% | -8%
COc1cccc(N2CCN(CC(=O)NC(C)c3ccccc3)CC2)c1 (configuration not stated) | -1% | -17% | 29% | 17% | 6% | -4% | -9% | -8% | -4%
Cc1ccc(C)c(Cn2c(=O)n(-c3ccc(CC(=O)NCc4ccco4)cc3)c(=O)c3sccc32)c1 | -29% | 5% | 3% | -2%[59 µM] | 8% | -17% | -12% | -4% | 0%
Cc1ccccc1-c1cn(-c2ccccc2)c(=S)[nH]1 | 33% | ? | 32% | 1.4µM* | 33%[activator] | 11% | ? | -5% | -4%
O=C(Nc1ccc(F)cc1)c1cccc(N2C(=O)C3C4C=CC(C4)C3C2=O)c1 (configuration not stated) | 9% | 6% | 13% | 83%[activator] | 22% | -28% | 1% | -2% | -24%
Cc1ccc(C(=O)Nc2nc3ccccc3s2)s1 | 9% | -14% | 1% | ? | 25% | 2% | -9% | -1% | -1%
Cc1[nH]c2ccccc2c1/C=N/Nc1ccccc1[N+](=O)[O-] | -2% | 5.6µM* | -7% | 7.9µM* | 156%[activator] | 2% | 22µM* | -14% | -4%
C=C(C)Cn1c(CCCNC(=O)CC)nc2ccccc21 | -9% | 0% | 3% | -2%[59 µM] | 8% | -15% | -3% | -9% | -9%
CC(O)CNc1nc2c(c(=O)n(Cc3ccc(Br)cc3)c(=O)n2C)n1C (configuration not stated) | 36% | 1% | -8% | -13% | 28% | -13% | -14% | -1% | -6%
COc1ccc(-n2c(Cc3cccn3C)nnc2SCC(=O)Nc2cccc(OC)c2)cc1 | 0% | ? | 8% | 50µM* | 14% | -6% | -34% | 3% | -9%
CCC(Sc1nc2ccccc2c(=O)[nH]1)C(=O)Nc1ccc(C(C)=O)cc1 (configuration not stated) | 9% | -26% | -4% | / | 68%[activator] | 9% | -8% | -9% | -15%
Cc1cc(C)nc(NS(=O)(=O)c2ccc(NC(=O)CN3C(=O)S/C(=C\c4ccccc4)C3=O)cc2)n1 | 8% | -30% | 0% | ? | 42%[activator] | 0% | ? | -9% | -4%
O=C(CCNC(=O)c1ccc(Cl)cc1)NCc1cccc(C(F)(F)F)c1 | / | -12% | 22% | -7% | -23% | -12% | -3% | / | 6%
COc1cccc(OC)c1C(=O)Nc1ccc(Cc2ccncc2)cc1 | -20% | -6% | 1% | 0% | 63%[activator] | -8% | -6% | 0% | -4%
COc1ccc(OC)c(NC(=O)c2c(NC(=O)c3ccco3)sc3c2CCC3)c1 | -5% | 8% | 12% | -26%[12.7 µM] | / | / | / | -5% | /
CC(C)NC(=O)c1cccc(Br)c1 | 4% | 4% | 2% | 34%[12.7 µM] | 7% | -8% | -2% | 2% | -11%
